Assay outcomes as filed in PubChem.
KDM5B inh: blocks human KDM5B histone demethylase activity; Q9UGL1; hit rate 2.6% among 220,000; KDM5B demethylase, FDH-coupled NADH fluorescence (FDH is formaldehyde dehydrogenase); Potency, µM (titrated, usually from 57.7 µM), without a hit: at the highest dose activity change, negative = inhibition, hits mostly inhibitors; active means well fitted inhibition curve with a large enough effect; inconclusive means small, poorly fitted or top-dose-only effect; inactive means no such curve, though single readings can be large or run the other way; further: 0% is about no effect; nearly all actives have a fitted effect of over 70% in size
Target sequence (Q9UGL1 whole entry, looked up): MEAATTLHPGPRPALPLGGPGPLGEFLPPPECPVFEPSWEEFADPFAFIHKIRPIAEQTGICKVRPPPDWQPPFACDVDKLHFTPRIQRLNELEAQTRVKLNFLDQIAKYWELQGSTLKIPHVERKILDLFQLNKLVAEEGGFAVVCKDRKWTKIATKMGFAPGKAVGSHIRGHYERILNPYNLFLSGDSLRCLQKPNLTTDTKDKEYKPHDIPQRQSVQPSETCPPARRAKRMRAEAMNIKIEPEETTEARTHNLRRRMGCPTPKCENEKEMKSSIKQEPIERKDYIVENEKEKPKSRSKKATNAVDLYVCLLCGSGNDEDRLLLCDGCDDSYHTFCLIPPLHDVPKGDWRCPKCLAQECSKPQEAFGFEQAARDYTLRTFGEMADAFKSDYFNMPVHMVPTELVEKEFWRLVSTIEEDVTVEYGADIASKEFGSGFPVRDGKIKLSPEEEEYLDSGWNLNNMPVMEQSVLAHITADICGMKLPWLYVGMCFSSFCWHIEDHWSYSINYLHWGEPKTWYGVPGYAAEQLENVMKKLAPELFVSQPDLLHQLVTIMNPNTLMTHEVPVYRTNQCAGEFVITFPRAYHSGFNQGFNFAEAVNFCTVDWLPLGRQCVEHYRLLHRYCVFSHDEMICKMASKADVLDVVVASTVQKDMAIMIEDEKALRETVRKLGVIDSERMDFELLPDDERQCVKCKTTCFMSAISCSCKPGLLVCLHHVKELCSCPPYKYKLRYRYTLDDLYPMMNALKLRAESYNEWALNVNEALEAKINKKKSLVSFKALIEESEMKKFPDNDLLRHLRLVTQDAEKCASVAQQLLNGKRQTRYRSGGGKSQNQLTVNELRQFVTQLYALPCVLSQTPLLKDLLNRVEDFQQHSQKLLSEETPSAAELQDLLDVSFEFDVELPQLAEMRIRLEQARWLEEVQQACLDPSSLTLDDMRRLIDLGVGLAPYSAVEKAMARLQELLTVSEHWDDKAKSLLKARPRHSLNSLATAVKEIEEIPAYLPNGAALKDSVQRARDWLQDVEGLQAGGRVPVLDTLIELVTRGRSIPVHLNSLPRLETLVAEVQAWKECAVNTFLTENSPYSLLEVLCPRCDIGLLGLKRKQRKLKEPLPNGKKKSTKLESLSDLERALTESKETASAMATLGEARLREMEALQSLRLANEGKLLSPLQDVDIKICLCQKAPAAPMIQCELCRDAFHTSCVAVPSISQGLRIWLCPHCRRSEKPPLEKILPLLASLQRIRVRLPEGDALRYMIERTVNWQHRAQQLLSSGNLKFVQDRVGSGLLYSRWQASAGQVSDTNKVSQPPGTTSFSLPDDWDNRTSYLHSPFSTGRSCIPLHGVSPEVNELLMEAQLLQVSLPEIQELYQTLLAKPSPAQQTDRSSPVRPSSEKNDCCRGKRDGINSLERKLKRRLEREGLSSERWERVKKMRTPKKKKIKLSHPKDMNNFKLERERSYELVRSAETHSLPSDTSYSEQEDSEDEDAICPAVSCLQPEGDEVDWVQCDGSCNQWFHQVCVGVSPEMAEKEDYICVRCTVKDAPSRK
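Coupled FDH/NAD⁺ fluorescence readout. KDM5BΔAP 200 nM final; compound titration, 10 min RT preincubation; substrate mix 12.5 µM H3K4me3, 25 µM 2-OG, 50 µM Fe(II), 100 µM ascorbate, 0.25 mM NAD⁺, 0.25 U/mL FDH; ΔRFU over 30 min.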
* marks the source's active call; other numbers are inactive results; ? = inconclusive; & = joins results of further samples; [ ] = another dose, or the depositor's remark. Potency means the concentration at half of the fitted maximal effect.

#	SMILES	KDM5B inh
1	O=C1CSc2ccc(C(=O)OCC(=O)Nc3ccccc3[N+](=O)[O-])cc2N1	-25%
2	CC(=O)N1C[C@H](NC(=O)c2cc(=O)[nH]c3cc(F)ccc23)[C@@H](C2CC2)C1	?
3	Cn1ccnc1-c1ccc(N2CC[C@](C)(O)[C@@H](O)C2)nn1	?
4	CC(C)C(NC(=O)c1ccc(S(=O)(=O)N(C)C)cc1)c1ccc2c(c1)OCCO2 (stereo not drawn)	16%
5	O=C(CCC1N=C2c3ccccc3N=C(SCc3ccc(Cl)cc3)N2C1=O)N1CCN(c2ccccc2)CC1 (stereo not drawn)	8%
6	Cc1c(-c2ccccc2)nn2c1NC(=O)CC2C(=O)Nc1ccc2c(c1)OCO2 (stereo not drawn)	-7%
7	Cc1ccnc(NC(=O)C2CCN(C(=O)C(C)(C)C)CC2)c1	-7%
8	N#CC1(C(N)=O)C(c2cccs2)CC(=O)CC1c1cccs1 (stereo not drawn)	10%
9	O=C(N[C@H]1CO[C@H]2[C@@H]1OC[C@@H]2Nc1nccc(-c2ccc(-c3ccccc3)cc2)n1)C1CC1	16%
10	Cc1nn2c(c1-c1ccccc1OCc1ccccc1)N(C(=O)C1CCOCC1)CCC2	17%[86.2 µM]
11	CCCc1ccc(S(=O)(=O)N2CCC(n3cnnc3C)CC2)cc1	12%
12	CCn1cc(C(=O)NCc2ccc(Cl)cc2)c(=O)c2cc(S(=O)(=O)N(C)C3CCCCC3)ccc21	-22%
13	Cc1cc(Cl)ccc1OCC(=O)N1CC(CO)C2(CCNCC2)C1 (stereo not drawn)	?
14	O=C(CN(c1ccccc1Cl)S(=O)(=O)c1ccccc1)NCc1ccccc1	12%
15	CONC(=O)C(Sc1ccccc1)c1ccccc1 (stereo not drawn)	-7%
16	Cc1noc2c(N3CCOCC3)cc(-c3ccc(F)cc3)nc12	4%[86.2 µM]
17	CCN(CC)CCNC(=O)Cn1cnc2sc(C)c(S(=O)(=O)N3CCC(C)CC3)c2c1=O	-9%
18	CNC(=O)c1c(NC(=O)c2cc(=O)c3cc(C)c(C)cc3o2)sc2c1CCCC2	-9%
19	CC(=O)N1CCCN(C(=O)c2cnc3c(c2)N(C(=O)CCc2ccccc2)CCC3)CC1	5%[86.2 µM]
20	COc1cc(NC(=O)CN(c2cc(C)cc(C)c2)S(=O)(=O)c2c(C)[nH]c(=O)[nH]c2=O)cc(OC)c1	-17%
21	CSCC(=O)NCCC[C@H](NC(=O)[C@@H]1[C@@H](NC(=O)NC(C)C)CCN1C(=O)CSC)C(N)=O	16%
22	N#Cc1nc(-c2ccco2)oc1N1CCN(C(=O)c2ccc(F)cc2)CC1	-29%
23	O=C(Nc1cccc(Br)c1)c1cc(-c2cccnc2)nc2ccccc12	-13%
24	COc1ccc(C(=O)OCc2cc(=O)n3nc(C4CC4)sc3n2)cc1OC	-10%
25	O=C(Nc1cccc(C(F)(F)F)c1)C1CCN(S(=O)(=O)c2cccc3nsnc23)CC1	-48%
26	COc1ccc(S(=O)(=O)N2CCC(CC(=O)NCc3ccccc3)C2)cc1OC (stereo not drawn)	-9%
27	O=S(=O)(Cc1ccc(F)cc1Cl)c1ccc2ccccc2c1	-2%
28	O=C(NC1CCCN(c2nc3ncccc3o2)C1)c1cccc(Cl)c1 (stereo not drawn)	-16%
29	CCCc1nnc([C@H]2CCN(C(=O)c3ccccc3)C2)o1	-18%[115 µM]
30	CCCN(C(=O)c1cn(C)c(=O)c2cc(OC)c(OC)cc12)c1cccc(C)c1	2%
31	O=C(CCc1nc2ccccc2c(=O)[nH]1)N1CCCC1CC1CCCCC1 (stereo not drawn)	-4%
32	CN(c1cc(=O)c2ccnc(NCc3ccc4c(c3)OCO4)c2o1)C1CCOCC1	?
33	Cc1ccc(CN2CC[C@H](c3nnc(-c4ccco4)o3)C2)o1	-21%[86.2 µM]
34	Nc1c(C(=O)Nc2ccccc2F)sc2nc3c(cc12)CCCCCC3	?
35	O=C(COc1cccnc1)N[C@H]1CCOC[C@H]1C1CCOCC1	-12%
36	CCOC(=O)C1CCN(C(=O)C(C)OC(=O)c2nn(C(C)C)c(=O)c3ccccc23)CC1 (stereo not drawn)	19%
37	COc1ccc(OC)c(/C=C(\C#N)C(=O)Nc2cccc(C(F)(F)F)c2)c1	-7%
38	OC[C@@H](O)[C@H](O)C(/C=N/Nc1ccccc1)=N\Nc1ccccc1	-38%
39	N#Cc1ccc(C(=O)C(C#N)C(=O)Nc2cccc3ccccc23)cc1 (stereo not drawn)	-25%
40	NS(=O)(=O)c1ccc(NC(=O)CCN(Cc2cccs2)C2CC2)cc1	8%
41	COc1ccc(S(=O)(=O)c2cn(Cc3ccccc3)c3cc(F)c(F)cc3c2=O)cc1	13%&-3%
42	Cn1nc(C(F)(F)F)cc1-c1ccc(S(N)(=O)=O)s1	23%
43	Cc1cc(C2CCCN2C(=O)c2ccn(C)n2)on1 (stereo not drawn)	-15%
44	COc1ccc(CCNC(=O)CSc2nc(-c3ccc(F)cc3)cc(C(F)(F)F)n2)cc1OC	-2%
45	COc1ccc2nc(C#N)ccc2c1	1%
46	CCc1ccc(CN(Cc2cn[nH]c2-c2ccc(OC)cc2)C(=O)Nc2ccc(Br)cc2)cc1	-24%
47	CN1CCCN(C(=O)C2CCCN(Cc3ccncc3)CCC(=O)NCC2)CC1 (stereo not drawn)	-39%
48	COc1ccc(S(=O)(=O)N2CCc3nnc([C@@H]4C[C@@H](O)CN4C)n3CC2)cc1	-14%
49	Cc1cnc(C(=O)N2CCCN(C(=O)C3CC3)C(c3ccccc3)CC(=O)NCC2)cn1 (stereo not drawn)	11%
50	COc1ccc2nc(SCc3csc(NC(C)=O)n3)[nH]c2c1	14%
51	COc1cc(/C=C(\C#N)C(=O)Nc2cccc(C(=O)O)c2)ccc1OCc1ccc(C)cc1	?
52	COc1ccc2cc(C(=O)NC(CN(C)C)c3ccccc3)[nH]c2c1 (stereo not drawn)	?
53	CCc1ccc(CNC(=O)c2ncoc2-c2cccc(OC)c2)cc1	3%
54	COc1ccc(N2C(N)=C(C#N)C(c3cc(CN4CCOCC4)cs3)C3=C2CCCC3=O)cc1 (stereo not drawn)	?
55	Cc1ccc(C2=NC3(CCN(C(=O)c4cccc(C)c4)CC3)ON2)cc1	-26%
56	Cc1ccc(CNC(=O)Cn2c(=O)n(-c3ccc(Cl)cc3)c(=O)c3c(C)c(C)sc32)cc1	4%
57	O=CN1CCN(C(=O)c2ccc3c(c2)OCO3)CC1	2%
58	COc1cc(Cl)c(C)cc1NC(=O)Cn1ccn2nc(-c3ccccc3)c(CO)c2c1=O	16µM*
59	COc1ccc(NC(=O)Cn2cc(C(=O)c3ccncc3)c(=O)c3cc(C)ccc32)cc1Cl	?
60	COc1ccccc1NC(=O)CSc1oc(-c2cccs2)nc1S(=O)(=O)c1ccc(C)cc1	-21%

Carrying on.
#	SMILES	KDM5B inh
61	c1ccc(-c2csc(CCNc3nccc(-c4ccccn4)n3)n2)cc1	?
62	CC(=O)c1c(C)[nH]c(C(=O)OC(C)C(=O)c2ccc(F)cc2)c1C (stereo not drawn)	-7%
63	CCOc1ccc(C(=O)N[C@H](C(=O)Nc2ccccc2OC)C(C)C)cc1	27%
64	CC(=O)c1c(C)n(S(=O)(=O)c2ccc(Cl)cc2)c2ccc(NS(=O)(=O)c3ccc(Cl)cc3)cc12	?
65	Cc1ccc(CN2CCCN(c3ccc(C(=O)N4CCOCC4)cc3)C2=O)cc1	-10%
66	CC1CCCCN1C(=O)CSc1nc2ccccc2n1CCC#N (stereo not drawn)	15%
67	CCOC(=O)c1cccc(NC(=O)CN2C(=O)c3ccccc3Sc3ncccc32)c1	-18%
68	O=C(N/N=C/C1CC=CCC1)c1cccs1 (stereo not drawn)	-19%
69	CCCCN(C)CCNC(=O)CN1C(=O)CSc2ccc(S(=O)(=O)N3CCCCC3)cc21	-2%
70	Cc1ccc(NC(=O)N2CCN(c3nnnn3-c3ccc(Cl)c(C)c3)CC2)cc1F	-11%[115 µM]
71	FC(F)(F)c1c(C(F)(F)C(F)(F)F)nc2ccccc2c1Nc1ccccc1	-9%
72	Cc1nc2c(c(NC3CC3)n1)CCN(C(=O)c1ccc(=O)[nH]n1)CC2	-3%
73	CC1=C(C(=O)Nc2c(C)cc(C)cc2C)C2(CCN(C(C)C)CC2)OC1=O	-10%
74	O=C(NCc1ccccc1)C(=O)NCC(c1ccc2c(c1)OCO2)N1CCOCC1 (stereo not drawn)	-42%
75	CCC(=O)N1c2ccccc2CC1C(=O)NCCN1CCN(c2cccc(Cl)c2)CC1 (stereo not drawn)	-18%

In another format: entries from further up
#67 CCOC(=O)c1cccc(NC(=O)CN2C(=O)c3ccccc3Sc3ncccc32)c1
  KDM5B inh = -18%
#68 O=C(N/N=C/C1CC=CCC1)c1cccs1 (stereo not drawn)
  KDM5B inh = -19%
#69 CCCCN(C)CCNC(=O)CN1C(=O)CSc2ccc(S(=O)(=O)N3CCCCC3)cc21
  KDM5B inh = -2%

Following part:
#	SMILES	KDM5B inh
76	Clc1ccc(-c2nc(-c3cccc(Br)c3)no2)s1	32%[activator]
77	COc1ccc(-c2nc3c(C#N)c[nH]n3c2NC2CCCC2)c(OC)c1	?
78	Cc1cc(O)c2c(C)c(CC(=O)NCCc3cccc(F)c3)c(=O)oc2c1	?
79	CC(C)N1C(=O)Cc2ccccc2C1C(=O)NCc1cccc(F)c1 (stereo not drawn)	6%
80	CCS(=O)(=O)N1CCc2n[nH]c(=O)n2CC1	?
81	COc1ccc(Cl)cc1S(=O)(=O)N1CCC(n2cnnc2C(C)C)CC1	9%
82	Cc1ccc(-c2nnc(Nc3ccccc3)c3ccccc23)cc1S(=O)(=O)N1CCN(C)CC1	4%[11.5 µM]
83	O=C(N[C@H]1C[C@H]2C(=O)NC[C@@H](CCC(=O)N3CCN(c4ccccn4)CC3)N2C1)c1cccs1	?
84	CCc1ccc(NCc2cc3ccc(OC)cc3n(CC(=O)Nc3ccc(F)cc3F)c2=O)cc1	?
85	CC1=C(C(=O)Nc2ccccc2C)C(c2cccs2)n2nc(SCc3cc(C)ccc3C)nc2N1 (stereo not drawn)	-15%
86	CCCNC(=O)C1N(c2ccc(OC)cc2)C(=O)C12CCCCC2 (stereo not drawn)	6%
87	Cn1cc(C(=O)c2ccccc2C(=O)O)cc1C(=O)C(Cl)(Cl)Cl	14%
88	COc1cc(/C=C/C(=O)c2ccccc2C)cc(OC)c1OC(F)F	-21%
89	O=C(CN1CCN(S(=O)(=O)c2ccc(F)cc2)CC1)N1CCCC1c1ccc2c(c1)OCCO2 (stereo not drawn)	0%
90	CSc1ccc(C(C)NC(=O)c2ccccc2C)cc1 (stereo not drawn)	14%
91	CCn1c(SCC(=O)Nc2cc(C)nn2-c2ccccc2)nnc1-c1cccs1	-7%
92	Cn1c(SCC(=O)NCc2ccc3c(c2)OCO3)nnc1-c1ccco1	-5%
93	CN1C(=O)C(Cc2nc(-c3ccc4nc[nH]c4c3)no2)N(C)C1=O (stereo not drawn)	13%
94	Cc1ccc(S(=O)(=O)N2CCc3cc(C(=O)Nc4ccc(Cl)cc4C)ccc32)cc1	3%
95	CNC(=O)C1(N2CCC[C@H]2C(=O)NCCc2ccccn2)CCCCC1	?
96	Cc1ccc2c(CN(C)Cc3cccs3)cc(=O)oc2c1C	-8%
97	COc1ccc(-c2cc(N3CCN(C(=O)c4cccc(OC)c4OC)CC3)n[nH]2)cc1	-4%
98	O=C(O)c1ccc(-n2cncn2)c([N+](=O)[O-])c1	25%
99	Cc1ccc(C(=O)NC2CCN(c3cc(-c4cccs4)[nH]n3)C2)cc1F (stereo not drawn)	4µM*
100	Cc1oc2cc(OCC(N)=O)ccc2c(=O)c1Oc1ccc(-c2ccccc2)cc1	5%
101	COc1ccccc1-c1ccnc(N[C@H]2CO[C@H]3[C@@H]2OC[C@@H]3NC(=O)CCC(=O)O)n1	?
102	CCc1cccc(C)c1NS(=O)(=O)c1c(C(=O)N2CCC(C)CC2)c(C)n(C)c1C	-29%
103	COc1ccc(S(=O)(=O)c2nnn(-c3cccc(Cl)c3)c2N)cc1	-18%
104	O=C(CSc1ccc2ccccc2n1)NC1CC1	7%
105	COc1ccc(C(=O)C(C)OC(=O)c2cc3cccc(OC)c3oc2=O)cc1 (stereo not drawn)	10%
106	Cc1cccc(C(=O)N(Cc2cccs2)C2CC2)c1	18%
107	Cc1ccc(-c2nn3c(C)nnc3s2)cc1NC(=O)c1ccc(Br)o1	8%
108	COc1ccc(Cc2nnc(Nc3ccc(OC)cc3)[nH]c2=O)cc1	-24%
109	COc1ccccc1-c1coc2cc(OC(=O)c3ccccc3)ccc2c1=O	14%
110	CC(=O)N1CCC2(CC1)OC(=O)C(C)=C2C(=O)Nc1cccc(Cl)c1C	-4%
111	CN(C)CC(C)(C)CNc1nc(-c2cccnc2)nc2ccccc12	7%
112	COc1cccc(CCC(=O)N2CCC3(CC2)NC(=O)N(c2ccccc2)N3)c1	?
113	COc1cccc(-c2cc3c(=O)n(CCNC(=O)c4ccc(F)cc4)ccn3n2)c1	28µM*
114	O=C(Cc1c[nH]c2ncc(-c3cccc(Cl)c3)cc12)NCc1cccnc1	?
115	O=C(NC1CCN(CC(F)(F)F)CC1)c1ccc(F)cc1	12%

Ordered by number of heavy atoms (ascending): some entries from above
#	SMILES	KDM5B inh
115	O=C(NC1CCN(CC(F)(F)F)CC1)c1ccc(F)cc1	12%
108	COc1ccc(Cc2nnc(Nc3ccc(OC)cc3)[nH]c2=O)cc1	-24%
110	CC(=O)N1CCC2(CC1)OC(=O)C(C)=C2C(=O)Nc1cccc(Cl)c1C	-4%

Some of the compounds tested; count on the stated rates, not on these rows.
